CatL block: inhibitors of human cathepsin L, biochemical. inhibition, %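 (tested at 10 µM)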. purified cathepsin L, fluorogenic substrate, fluorescence. 58,000 tested, 0.17% active. Procathepsin L (Homo sapiens), P07711. AID 460, 2006; in the data active = inhibition above about 45%;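 note: 0% = enzyme with no compound and 100% = no enzyme blank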
Target sequence (P07711 114-288 limits assumed): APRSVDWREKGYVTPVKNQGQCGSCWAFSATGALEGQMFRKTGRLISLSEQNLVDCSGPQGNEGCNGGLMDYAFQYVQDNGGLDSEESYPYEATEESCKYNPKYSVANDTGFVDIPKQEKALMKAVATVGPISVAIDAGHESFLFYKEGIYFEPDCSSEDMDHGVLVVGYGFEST
Target sequence (P07711 292-333 limits assumed): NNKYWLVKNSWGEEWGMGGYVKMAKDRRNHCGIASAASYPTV
C1s block: complement C1s protease inhibitors, primary screen, biochemical, 10-compound mixtures; 62,000 tested, 0.16% active; purified C1s, fluorogenic AMC substrate, pooled mixtures; mean inhibition % of two 10-compound mixtures (active compounds read high), % at 5 µM (by protocol); Complement C1s subcomponent (Homo sapiens), P09871;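 active = inhibition above 20% in each of the two 10-compound mixture wells holding the compound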;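 note: 0% = enzyme wells lacking compound mixture and 100% = no-enzyme blank wells; some compounds called inactive have numbers as strong as hits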
CatB block: human cathepsin B inhibitors, primary screen, biochemical, fluorogenic substrate; purified cathepsin B, fluorescence; 63,000 tested, 0.1% active; AID 453, 2006; inhibition, %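 (tested at 10 µM)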; in the data active = inhibition above about 21%;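 note: 0% = enzyme with no compound and 100% = no enzyme blank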
CatS block: inhibitors of human cathepsin S, biochemical, compound mixtures. recombinant cathepsin S, AMC dipeptide fluorescence, pooled mixtures. P25774. 62,000 tested, 0.06% active. inhibition, %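 (tested at 5 µM per compound within 10-compound mixtures)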; in the data active = inhibition above about 32%, passing the limit was not always enough;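 note: 0% = enzyme without compound and 100% = blank without enzyme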
Target sequence (P25774 115-331 limits assumed): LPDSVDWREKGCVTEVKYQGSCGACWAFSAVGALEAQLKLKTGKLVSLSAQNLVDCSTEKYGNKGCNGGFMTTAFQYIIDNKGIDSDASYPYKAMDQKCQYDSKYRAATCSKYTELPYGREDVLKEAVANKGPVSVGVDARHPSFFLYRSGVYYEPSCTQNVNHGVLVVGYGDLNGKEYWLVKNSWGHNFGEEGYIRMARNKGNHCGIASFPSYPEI
FXIIa inh mix: human factor XIIa inhibitors, primary screen, biochemical, pooled compound mixtures, fluorogenic substrate; inhibition, % at 5 µM; purified FXIIa; Coagulation factor XII (Homo sapiens), P00748; 62,000 tested, 0.2% active; AID 684, 2007;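 note: 0% = enzyme without compound and 100% = no enzyme blank; some results filed as inactive read as strong as hits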
Cathepsin G inh: human cathepsin G inhibitors, primary screen, biochemical, pooled compound mixtures, AMC fluorescence; P08311; purified enzyme, AMC-tetrapeptide fluorescence; inhibition, % at 5 µM (by protocol); 62,000 tested, 0.2% active;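 active = inhibition above 20% in each of the two mixture wells holding the compound; inactive = inhibition of 20% or less in either well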;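 note: 0% = enzyme control without mixture and 100% = blank lacking enzyme; strong numbers were not always called active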
FXIa mix inh: FXIa protease inhibitors in compound pools, primary screen, biochemical, 10-compound mixtures; Coagulation factor XI (Homo sapiens), P03951; purified FXIa, fluorogenic substrate, pooled mixtures; inhibition, % at 5 µM; 62,000 tested, 0.19% active;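 note: each value is inhibition by a whole ten-compound pool holding the compound; 0% = enzyme with no mixture and 100% = wells lacking enzyme; strong numbers were not always called active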
Target sequence (P03951 19-387 limits assumed): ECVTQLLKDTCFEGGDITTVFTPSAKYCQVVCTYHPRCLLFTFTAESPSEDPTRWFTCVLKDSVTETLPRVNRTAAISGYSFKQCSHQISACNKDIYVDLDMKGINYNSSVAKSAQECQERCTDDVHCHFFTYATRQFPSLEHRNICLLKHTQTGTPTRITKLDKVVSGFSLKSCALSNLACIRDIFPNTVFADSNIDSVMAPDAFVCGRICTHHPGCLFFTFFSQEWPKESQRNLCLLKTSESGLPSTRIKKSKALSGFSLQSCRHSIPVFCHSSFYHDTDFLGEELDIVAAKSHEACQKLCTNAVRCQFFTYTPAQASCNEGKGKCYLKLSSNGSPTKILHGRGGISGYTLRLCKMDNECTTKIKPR
Target sequence (P03951 388-625 limits assumed): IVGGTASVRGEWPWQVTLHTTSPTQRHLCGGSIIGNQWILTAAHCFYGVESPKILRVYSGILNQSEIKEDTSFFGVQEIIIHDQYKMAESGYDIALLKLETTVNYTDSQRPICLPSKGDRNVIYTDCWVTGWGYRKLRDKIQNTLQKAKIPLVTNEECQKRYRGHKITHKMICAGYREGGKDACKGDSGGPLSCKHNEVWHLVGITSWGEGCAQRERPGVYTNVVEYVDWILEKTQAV
CatB mix inh: cathepsin B inhibitors from pooled compounds, primary screen, biochemical, compound mixtures, AMC fluorescence | P07858 | AID 488, 2006 | Purified cathepsin B, AMC dipeptide fluorescence | inhibition, %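 (ten-compound pools at 5 µM per compound and 50 µM total)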 | 62,000 tested, 0.06% active; in the data active = inhibition above about 22%, passing the limit was not always enough;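 note: 0% = enzyme without compound and 100% = no enzyme blank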
AP complement: alternative complement pathway inhibitors, primary screen, biochemical, ELISA, human serum, orthogonally pooled compounds; LPS-coated ELISA, C3 deposition; tested in compound mixtures; 62,000 tested, 0.08% active; inhibition, % at 5 µM;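 active = inhibition above 30% in each of the two pooled mixtures holding the compound, so the lower value exceeds 30%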;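 note: 0% = serum in Mg-EGTA without compound and 100% = EDTA serum blank; some compounds past the cut are filed as inactive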
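Test system: human serum complement alternative pathway, C3 deposition onto LPS / Medium: Mg2+-EGTA GVB++ buffer containing human serum at 1:15 dilution / Probe or stimulus: Plate-bound LPS / Times: 1 h at 37 °C / Signal: ELISA with HRP anti-human C3 antibody, TMB substrate, absorbance 450 nm / Measure: percent inhibition / Repeats: two pool placements per compound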
* = called active by the depositor; · = not tested or not shown. Cut-off read from the data, not from the text of the source, unless noted: active = inhibition above about 20% (passing the limit was not always enough); inactive = the rest. An excerpt (hit frequency here may not be typical).

SMILES	CatL block	C1s block	CatB block	CatS block	FXIIa inh mix	Cathepsin G inh	FXIa mix inh	CatB mix inh	AP complement
COc1ccc(NC(=O)Nc2ccc(C)cc2OC(F)F)cc1OC	0	3	0	4	1	9	1	-10	12
COc1ccc(C2CC(c3cccc(OC)c3)n3nc(N)nc3N2)cc1 (centres undefined)	·	-1	-3	9	-4	3	-1	-3	-6
COc1ccc2nc(NC(=O)Cc3ccc(OC)c(S(=O)(=O)N4CCOCC4)c3)sc2c1	7	10	5	-6	3	8	5	7	4
COc1ccc(C2CC(c3cc(OC)ccc3OC)n3nnnc3N2)cc1 (centres undefined)	1	7	4	-7	15	5	2	1	51
O=S(=O)(CCc1ccccc1)N1CCOCC1	0	5	0	0	6	2	2	4	-2
O=C(CSc1nnc(-c2ccco2)n1CC1CCCO1)NC1CCCC1 (centres undefined)	9	1	3	3	5	4	1	-4	5
COCCN(C(=O)CCC(=O)Nc1ccccn1)C(C(=O)NCCC(C)C)c1ccc(OC)cc1 (centres undefined)	2	-13	-2	9	0	-1	-1	4	3
O=C(Nc1ccc(O)cc1C(=O)O)c1ccc2c(c1)C(=O)N(Cc1ccco1)C2=O	17	11	1	6	1	11	8	7	10
CCCCn1c(SCC(=O)Nc2cc(C)on2)nc2ccccc2c1=O	4	-56	-1	2	8	-2	-11	-5	2
O=C(O)c1cc2ccccc2n1-c1ccccc1	-5	-5	2	3	-26	-1	7	-1	10
CCCCOC(=O)Nc1ccccc1C(N)=O	21	-4	1	6	6	0	4	1	12
O=C(CN1C(=O)c2ccccc2S1(=O)=O)N1CCc2ccccc21	1	2	0	1	-16	6	9	8	14
CCCCn1c(SCC(=O)Nc2cc(C)on2)nc2c1c(=O)n(C)c(=O)n2C	6	8	-3	-11	9	1	4	2	11
COC(=O)n1c(=O)oc2ccccc21	11	9	2	0	14	8	9	1	11
Cc1cc2c(nn1)CCC/C2=N\O	-3	5	-2	17	5	2	8	6	17
O=C1c2cccnc2C(O)N1Cc1ccccc1 (centres undefined)	1	-160	-1	-26	5	-22	-25	-9	10
CC(C)(C)c1[nH]nc2c1C(c1ccccc1OC(=O)N1CCOCC1)C(C#N)=C(N)O2 (centres undefined)	-7	-19	1	-2	6	-13	0	-3	-2
Cc1ccc(S(=O)(=O)c2c(N)n(NC(=O)C3CC3)c3nc4ccccc4nc23)cc1	-446	-66	-4	27	-18	1	-5	41	4
CCc1cccc(NC(=O)C2CCCC2)c1	-2	0	-2	6	-19	0	9	5	-1
COC(=O)c1ccc(C)c(NS(=O)(=O)c2ccc(OC)cc2)c1	·	-41	1	16	-24	-5	2	2	-2
c1ccc(-c2nnc(CN3CCC4(CC3)OCCO4)o2)cc1	-2	0	0	-5	2	2	5	-4	21
O=C(CCc1ccc(S(=O)(=O)N2CCOCC2)cc1)Oc1ccccc1	-2	7	-4	11	11	0	6	4	4
Cc1ccnc(SCCn2c(Br)nc3c2c(=O)[nH]c(=O)n3C)n1	-6	-15	0	15	-22	15	20	7	-7
CCNCCNC(=O)c1c(O)c2cccc3c2n(c1=O)CCC3	8	0	2	-3	2	8	-6	1	0
Cn1c(=O)c2sccc2n2c(CCCC(=O)NCc3ccc4c(c3)OCO4)nnc12	-4	-7	1	-3	2	6	7	6	22
O=C(COc1ccccc1)Nc1nc(-c2cccs2)cs1	-2	10	1	-1	1	8	3	5	7
CCOC(=O)c1c(NC(=O)CSc2nnnn2-c2ccc3c(c2)OCCO3)sc(C)c1C	-5	-27	-2	-6	-19	-2	6	-6	-3
CN(C(=O)c1ccc(NC(=O)C2CC=CCC2C(=O)O)cc1)c1ccccc1 (centres undefined)	-6	6	0	-2	1	1	3	3	4
Cc1cc(S(=O)(=O)N(Cc2ccc3c(c2)OCO3)CC2CCCO2)ccc1-n1cnnn1 (centres undefined)	10	1	9	11	-3	6	2	1	-1
CCC(c1nnnn1C1CCCC1)N(Cc1cccs1)Cc1cc2cc(C)ccc2[nH]c1=O (centres undefined)	·	-56	-2	-7	-11	2	-10	-9	8
Cc1ccc(C(=O)Nc2cccc(C(=O)NCc3ccco3)c2)cc1	-11	-5	0	-8	10	5	0	1	12
COc1cc2c(cc1OC)-c1cc(NC3CCCCCCC3)nc(=O)n1CC2	-37	-17	-4	5	4	2	5	-3	12
COc1cc(S(=O)(=O)N2CCOCC2)ccc1NC(=O)COC(=O)c1ccccn1	2	-2	-2	15	0	2	4	10	0
O=C(CCCn1c(=O)c2sccc2n(Cc2cc(=O)n3ccccc3n2)c1=O)NCc1ccco1	7	-19	-1	7	13	10	-12	1	-12
COc1cccc(NC(=O)NCCCN2CCN(c3ccc(F)cc3)CC2)c1	9	-11	-1	12	7	9	5	4	12
COCCNC(=O)COC(=O)CSCc1nc2ccccc2s1	11	4	5	8	-12	11	-5	1	4
O=C(Cc1cccs1)NCc1cn2ccccc2n1	5	-6	2	-6	-19	6	-1	3	14
CCOC(=O)C1=C(N)Oc2cc(C)n(C)c(=O)c2C1c1ccncc1 (centres undefined)	-4	5	1	-5	11	-10	2	3	15
COc1ccc(NS(=O)(=O)c2ccc3c(c2)oc(=O)n3C)c(OC)c1	·	3	3	5	-16	7	1	3	17
CCc1nc(SCC(=O)NCC2CCCO2)c2oc3ccccc3c2n1 (centres undefined)	12	2	-3	-4	-18	3	10	-4	5
COc1ccc(OC)c(-n2c(SCC(C)=O)nnc2-c2cccc(S(=O)(=O)N(C)C)c2)c1	0	-25	1	0	-2	0	7	7	12
COc1ccc(OC)c(S(=O)(=O)N2CCC(C(=O)Nc3cccc(C)c3C)CC2)c1	21	-27	7	15	3	-7	-1	1	-16
COc1cc(NC(=O)c2nccnc2C(=O)O)cc(OC)c1	27	3	3	19	-9	-37	2	2	-7
O=C(CSc1ncnc2c1oc1ccccc12)Nc1ccccc1C(F)(F)F	29	7	3	10	2	-2	3	2	-5
Cn1nc(C(=O)OCC(=O)N2CCc3ccccc32)c2ccccc2c1=O	10	7	5	-11	2	8	0	1	7
CCn1c(SCC(=O)OCC(=O)N2c3ccccc3NC(=O)C2(C)C)nnc1-c1ccco1	-3	-17	-4	-10	3	-3	-1	-6	23
Cc1nc(NC(=O)CCC(=O)O)sc1C(=O)N(C)C	1	10	3	-5	-13	2	10	0	13
COc1ccc(NC(=O)CSc2nnc(C(C)C)n2N)cc1	16	14	2	6	12	10	1	3	10
Cc1cc2ncn(C(=O)c3c(-c4ccccc4Cl)noc3C)c2cc1C	-4	-1	-2	-7	7	-3	2	1	7
O=C(NC1=NCCS1)C1COc2ccccc2O1 (centres undefined)	4	1	-1	4	15	-4	3	-1	-7
Cc1ccc(CNc2nc3ccccc3s2)s1	6	4	1	-3	-5	0	3	-1	2
CS(=O)(=O)NCCSc1nnnn1-c1ccccc1	1	-1	2	-1	2	0	8	0	7
O=C(Nc1ccccc1C(=O)NCc1ccco1)NC1CCCCC1	14	17	3	1	8	12	6	-1	7
O=C1NC(=S)S/C1=C1\Sc2ccccc2N1CCCS(=O)(=O)O	27	-27	0	2	-11	5	3	-2	23
CC(C)c1nnc(NC(=O)CN(C)S(=O)(=O)c2ccc3c(c2)OCCO3)s1	-2	-91	0	-24	4	-23	-39	-18	14
COc1ccc(OC)c(S(=O)(=O)N2CCC(C(=O)NCC3CCCO3)CC2)c1 (centres undefined)	1	13	1	3	11	9	8	6	-4
CC1(C)CC(=O)C(C=Nc2ccc(O)cc2)=C(O)C1	6	12	-7	-1	-20	21	7	3	12
Cc1ccc(C(=O)OCC(=O)Nc2sc3c(c2C#N)CCCCC3)cc1NC(=O)c1ccco1	16	2	4	0	0	2	11	0	6
C=CCc1cccc2cc(C(=O)N3CCN(C(=O)OCC)CC3)c(=O)oc12	0	12	2	-9	3	10	4	2	-5
CN1CCCCc2c1nc1ccccc1c2N (tested in a mixture with another compound)	0	-15	1	3	-19	-1	0	2	5

(next part)
SMILES	CatL block	C1s block	CatB block	CatS block	FXIIa inh mix	Cathepsin G inh	FXIa mix inh	CatB mix inh	AP complement
NC(=O)CCn1nc(-c2ccc(Cl)cc2)c2ccccc2c1=O	-4	2	1	-2	7	-1	3	1	4
O=C(CSc1nnc(-c2ccncc2)n1-c1ccc(F)cc1)NC(=O)NCc1ccco1	3	-6	2	8	-21	8	-3	-8	4
Cc1cc2oc(=O)cc(Cn3ccnc3)c2cc1C	-6	7	4	-8	2	8	8	0	23
Cc1[nH]c2ccccc2c1SCCN	·	16	1	-6	-9	10	9	4	23
CC1CCC(N2CCN(c3ncccn3)CC2)CC1 (centres undefined)	·	-41	2	-6	-1	-7	-2	-2	4
O=C(CCCN1CCOCC1)c1ccc2c(c1)OCCO2	-3	-2	0	-3	2	5	12	-2	-5
CCC(=O)N1CCN(c2ccc(Cl)cc2NC(=O)c2ccc3c(c2)OCCO3)CC1	1	-13	2	-3	3	-12	3	13	-6
Cc1csc(N(C(=O)c2cccc(S(=O)(=O)N(C)C)c2)c2ccccc2)n1	10	-6	6	-3	17	7	-1	-2	0
O=C(COC(=O)CNS(=O)(=O)/C=C/c1ccccc1)NC1CCS(=O)(=O)C1 (centres undefined)	10	-10	5	14	4	-9	6	6	-7
O=C(C1CCN(Cc2cc(Cl)ccc2O)CC1)N1CCN(Cc2ccccc2)CC1	-8	-6	1	-1	7	-7	9	3	-12
CCCCn1c(=O)n(CC(=O)NCc2ccc(C)cc2)c(=O)c2c1nc(CO)n2CCC	-9	-26	-4	-3	3	0	8	4	13
N/C(CN1CCCC1=O)=N\O	-10	-3	-2	20	3	2	7	-3	11
C=CCN(CC=C)C(=O)Cc1ccc(F)cc1	14	-38	7	-12	3	0	-3	-3	13
Cc1cc(C(F)(F)F)c(C#N)c(SCC(=O)NC(C)(C)C)n1	-6	6	0	-8	1	7	8	3	16
O=C(c1ccco1)N1CCN(S(=O)(=O)c2ccc3c(c2)CCN3C(=O)C2CC2)CC1	13	-13	3	-1	7	6	-4	-1	12
COC(=O)c1cn(NC(=O)C2CCCO2)c(=O)c2ccccc12 (centres undefined)	17	9	-1	16	3	7	9	6	7
O=C(NCC(c1cccs1)N1CCOCC1)c1ccc(Cl)s1 (centres undefined)	6	-1	-3	2	-17	-3	6	-2	25
Fc1ccc(Cn2nnnc2CN2CCN(C3CCCC3)CC2)cc1	31	16	1	4	-22	11	12	-3	19
Clc1ccc(-c2nnn(Cc3nc4ccccc4s3)n2)cc1	-2	-17	4	1	-22	8	11	5	17

In the list so far, 4 contain an NH in an aromatic ring.
SMILES	CatL block	C1s block	CatB block	CatS block	FXIIa inh mix	Cathepsin G inh	FXIa mix inh	CatB mix inh	AP complement
CC(C)(C)c1[nH]nc2c1C(c1ccccc1OC(=O)N1CCOCC1)C(C#N)=C(N)O2 (centres undefined)	-7	-19	1	-2	6	-13	0	-3	-2
Cc1ccnc(SCCn2c(Br)nc3c2c(=O)[nH]c(=O)n3C)n1	-6	-15	0	15	-22	15	20	7	-7
CCC(c1nnnn1C1CCCC1)N(Cc1cccs1)Cc1cc2cc(C)ccc2[nH]c1=O (centres undefined)	·	-56	-2	-7	-11	2	-10	-9	8
Cc1[nH]c2ccccc2c1SCCN	·	16	1	-6	-9	10	9	4	23

High-throughput results: PubChem, PCMD
